Bioassay records deposited in PubChem by several laboratories.
CR mimetic SO – yeast age-related superoxide inhibition as caloric restriction mimetic; S. cerevisiae aged cells, superoxide DHE fluorescence; hits give low values; superoxide response (% of plate mean), % at 10 µM; 330,000 compounds, 0.18% hits;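 active means superoxide response under a set limit, about three screen SD below normal, cut at about 65% in these data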;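 further: yeast aged for seven days with compound at 30 °C before DHE staining; 100% = average MFI of all compound-treated wells on the plate with controls excluded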
AGP1 TOR yeast – modulators of TOR pathway AGP1-GFP in S. cerevisiae; S. cerevisiae AGP1-GFP multiplex flow cytometry, 3 h; GFP as percent of DMSO wells; AID 2066; 320,000 compounds, 0.02% hits; GFP response vs DMSO, % at 10 µM;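 active means GFP response relative to DMSO above a set limit, near screen average plus 3 SD, cut at about 150% in these data; inconclusive means fewer than 70 cells counted for the yeast strain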;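 further: median GFP channel fluorescence of the gated AGP1 strain per well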
LAP4-GFP MLPCN – yeast TOR pathway LAP4-GFP modulation. AID 2023. 320,000 compounds, 0.34% hits. S. cerevisiae LAP4-GFP multiplex, flow cytometry GFP, 3 h; median GFP as percent of DMSO wells. GFP response vs DMSO, % at 10 µM;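 active means GFP response vs DMSO above a set limit, about the screen mean plus 3 SD, cut at about 150% in these data; inconclusive means under 70 cell events counted for the yeast strain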
MEP2 TOR yeast – yeast TOR pathway MEP2-GFP modulation; GFP response vs DMSO, % at 10 µM; S. cerevisiae MEP2-GFP strain, flow cytometry GFP, 3 h; 100% = DMSO control level; 330,000 compounds, 0.51% hits;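 active means GFP response versus DMSO above a set limit, roughly screen mean plus 3 SD, cut at about 180% in these data; inconclusive means fewer than 70 cells counted for a yeast strain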;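 further: median GFP fluorescence of the barcode-gated MEP2-GFP cells per well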
CIT2-GFP yeast – alters CIT2-GFP fluorescence in TOR pathway yeast screen; GFP response vs DMSO, % at 10 µM; S. cerevisiae CIT2-GFP strain, flow cytometry, 3 h; 100 means same as DMSO wells; 320,000 compounds, 0.065% hits;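 active means GFP response relative to DMSO above a set limit, near the screen mean plus 3 SD, cut at about 150% in these data; inconclusive means Fewer than 70 cells measured for a yeast strain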;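 further: ratio of well median GFP fluorescence to mean of DMSO wells on the plate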
RPL19A-GFP yeast – yeast TOR pathway RPL19A-GFP modulation. percent response vs DMSO, % at 10 µM. AID 2025. S. cerevisiae RPL19A-GFP strain, flow cytometry, 3 h; hits give low values. 330,000 compounds, 0.3% hits;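 active means percent response vs DMSO below 50%; inconclusive means fewer than 70 events counted for the yeast strain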;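 further: median channel GFP fluorescence of the barcoded RPL19A-GFP strain; ratio of sample median GFP to plate DMSO average so 100% = DMSO; lower means less RPL19A-GFP as with rapamycin TOR inhibition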
Efflux pump mplx – inhibitors of Candida antifungal efflux pumps expressed in yeast; inhibition, % at 10 µM; S. cerevisiae Candida pump triplex, Nile Red efflux; 330,000 compounds, 0.44% hits;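 active means plate passing quality check with inhibition over a set limit, or well fluorescence over plate mean plus 4 SD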;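 further: Nile Red retained in pooled yeast measured as flow cytometry median fluorescence; 0% = buffer negative control and 100% = Enniatin B positive control; higher means more Nile Red kept so more efflux inhibition; some compounds called inactive have numbers as strong as hits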
AHR activator – activates the human aryl hydrocarbon receptor. P35869. AHR-responsive luciferase reporter cells, luminescence. activation, % at 5 µM. 320,000 compounds, 2.5% hits. AID 2796; in the data active means activation above about 47%;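 further: 0% = vehicle wells and 100% = reference agonist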
* hit, by the source's call; ? = inconclusive; / = not tested or not shown; [ ] = another dose, or the depositor's remark.

SMILES	CR mimetic SO	AGP1 TOR yeast	LAP4-GFP MLPCN	MEP2 TOR yeast	CIT2-GFP yeast	RPL19A-GFP yeast	Efflux pump mplx	AHR activator
COc1ccccc1C1CCN(c2ccc(CO)cc2[N+](=O)[O-])CC1	138	105	127	102	90	96	-0.1	1
CCCCNC(=O)CSc1nnc(Cc2ccccc2)n1CC1CCCO1 (configuration not stated)	92	94	91	90	93	91	-0.2	1
Cc1cccc(C)c1OCC(=O)NCC1COc2ccccc2O1 (configuration not stated)	101	94	93	99	94	92	0.2	2
COc1cccc(C2CC(c3cccc(NS(C)(=O)=O)c3)=NN2C(=O)c2ccccc2)c1OC (configuration not stated)	106	97	99	110	95	94	-2.5	-1
CC(C)NC(=O)c1cccc(Br)c1	104	100	103	102	98	100	0.0	2
COc1ccccc1CCc1nnc(CCC(=O)N(C)Cc2cccc3ncccc23)o1	88	104	105	95	97	96	-0.1	10
Cc1ccc(CNC(=O)CCNC(=O)Cn2ccc3ccccc3c2=O)cc1	108	100	96	93	88	100	-0.3	-2
CN1CCN(C(=O)C2CCCN(S(=O)(=O)c3ccccc3)C2)CC1 (configuration not stated)	92	99	98	108	103	100	0.1	0
C=CCNC(=O)COC(=O)CNC(=O)c1cc(Cl)cc([N+](=O)[O-])c1	106	101	98	98	101	98	-0.1	-1
CC(NS(=O)(=O)c1ccc(Br)cc1)C(c1cccs1)N1CCN(C)CC1 (configuration not stated)	90	105	100	99	115	100	-0.1	1
CCCN(CCC)C(=O)c1cc2c(=O)[nH]c3ccc(C)cc3c2s1	96	94	107	93	88	102	0.0	-1
CC(C(=O)NCCC1=CCCCC1)N1C(=O)c2ccccc2C1=O (configuration not stated)	105	94	91	99	91	90	0.2	2
CCOCCCNc1nc2ccccc2[nH]1	90	100	94	103	100	96	-0.2	6
C=C1CCN([C@@H](CC(C)C)C(=O)NCCC(C)C)S(=O)(=O)c2ccccc21	109	89	96	96	91	98	0.2	11
CCOC(=O)N1CCN(C2CC(=O)N(c3ccc(C)cc3)C2=O)CC1 (configuration not stated)	102	106	94	89	100	/	0.0	-1
COc1ccc(OCc2cc(C(=O)N3CCCCCCC3)no2)c(Cl)c1	105	102[may fluoresce red]	107[may fluoresce red]	101[may fluoresce red]	95[may fluoresce red]	?	-0.1	3
Cc1cc(C)n(-c2nnc(SCC(=O)NC3CCCC3)c3ccccc23)n1	99	100	93	100	/	100	0.1	-3
COc1ccccc1NS(=O)(=O)c1cccc(C(=O)N(C)Cc2cccs2)c1	95	97	94	94	97	85	-0.1	6
CCCCCn1nc(C)c2c(C)cc(=O)[nH]c21	106	102	94	95	95	97	0.1	17
CCN(CC)C(=O)C(=O)N/N=C/c1ccc(Br)cc1	96	/	98	110	103	100	0.1	10
COc1ccc(NC(=O)COC(=O)C(CC(C)C)N2C(=O)C3CC=CCC3C2=O)cc1Cl (configuration not stated)	95	99	94	96	107	103	0.0	-2
CCOc1ccc2oc(C(=O)N(C)CCc3ccc(OC)c(OC)c3)c(C)c2c1	97	81	80	85	79	85	0.0	9
O=C(Cc1ccccc1)N/N=C/c1ccc(S(=O)(=O)O)o1	102	87	101	105	95	98	0.0	1
C=CCC(C(=O)OC)(C(=O)OC)c1ccccc1[N+](=O)[O-]	114	107	102	105	100	98	0.1	1
O=C(CSc1nc2ccccc2c(=O)n1-c1ccccc1)NC(=O)CN1CCCC1=O	96	97	102	109	97	105	0.4	-2

More results follow.
SMILES	CR mimetic SO	AGP1 TOR yeast	LAP4-GFP MLPCN	MEP2 TOR yeast	CIT2-GFP yeast	RPL19A-GFP yeast	Efflux pump mplx	AHR activator
CS(=O)(=O)c1ccc2nc(NC(=O)Nc3ccc(Cl)cc3)sc2c1	107	99	92	99	98	101	0.0	41
O=C(/C=C/c1cccs1)c1ccc([N+](=O)[O-])cc1	96	108	110	104	93	99	0.1	-1
CC(=O)Nc1nnc(SCC(=O)NCc2ccc3c(c2)OCO3)s1	98	100	96	94	94	96	0.0	-1
c1cncc(Nc2c3ccccc3nc3ccccc23)c1	121	105	99	104	101	105	0.1	12
N#CC1(NC(=O)Cn2cc(C(F)(F)F)cc(Cl)c2=O)CCCCC1	100	99	95	95	98	81	0.0	4
O=c1cc(-c2ccccc2Cl)oc2ccc([N+](=O)[O-])c(O)c12	86	85	112	85	92	102	-0.2	-1
CCN(C(=O)CN1CCCCC1C)c1c(N)n(Cc2ccccc2)c(=O)[nH]c1=O (configuration not stated)	108	104	107	105	103	100	-0.2	-1
Cc1cc(NC(=O)CCN2C(=O)c3ccccc3C2=O)no1	94	114	87	101	92	104	0.1	-7
CCn1ccnc1CN(C)C(=O)c1cc(COc2ccccc2SC)on1	100	107	98	98	102	101	0.1	18
O=C1NC[C@H](c2ccccc2)OC(=O)[C@@H](Cc2ccc(F)cc2)CC/C=C/C[C@H]1CC(=O)N(CCO)Cc1ccccc1	85	100	96	95	88	99	0.2	-1
O=C(NC1CC(=O)N(c2cccc(F)c2)C1)N1CCN(C(=O)c2ccco2)CC1 (configuration not stated)	100	98	94	99	99	93	-0.1	1
CCOC(=O)c1sc(=S)n(CC)c1N	96	96	98	103	98	97	0.1	-6
COP(=O)(OC)C(NC(=O)Nc1ccccc1)c1ccccc1 (configuration not stated)	77	107	105	100	100	101	-0.1	2
O=C(OCC(=O)N1CCCCCC1)c1ccc[nH]c1=O	90	102	106	107	99	99	0.1	-1
CCCCNC(=O)CCCN1C(=O)c2cccnc2Sc2ccccc21	117	98	92	112	103	105	0.0	0
Fc1ccc(-c2csc(Nc3ccccn3)n2)c(F)c1	107	99	96	107	102	103	0.0	78*
N#Cc1c(C(F)(F)F)cc(-c2ccccc2)[nH]c1=O	98	104	103	107	106	99	-0.1	14
O=C(CSc1ncnc2c1oc1ccccc12)NCC1CCCO1 (configuration not stated)	90	91	101	97	103	98	0.0	31
COc1ccc(N2C(=O)c3ccccc3NC2c2ccc(OC)c(Cn3nnc4ccccc43)c2)cc1 (configuration not stated)	98	104	108	104	92	101	0.8	8
O=c1ccc(Br)c[nH]1	100	98	99	99	105	100	0.0	-1
Cc1ccc(C)c(OCCC(=O)OCC(=O)NC2CCCC2)c1	104	97	100	89	81	88	0.1	0
COC(=O)CCC(=O)OC1(C)C(=O)C=C2C=C(C3CC3)N(CCc3ccccn3)C=C2C1=O (configuration not stated)	105	98	92	101	99	102	0.1	0
CC1(C)C2CC=C(/C=N/NC(=O)C(N)=O)C1C2 (configuration not stated)	105	104	103	98	101	97	-0.1	2
O=C(c1sc2ccccc2c1Cl)N(Cc1cccs1)C1CCS(=O)(=O)C1 (configuration not stated)	103	106	105	102	98	98	0.0	2
Cn1ncc2c(Nc3ccc(Cl)cc3)ncnc21	98	108	110	98	99	105	-0.1	4

(more compounds)
SMILES	CR mimetic SO	AGP1 TOR yeast	LAP4-GFP MLPCN	MEP2 TOR yeast	CIT2-GFP yeast	RPL19A-GFP yeast	Efflux pump mplx	AHR activator
CCc1cccc(NC(=O)Cn2c(=O)c3cccn3c3ccccc32)c1	93	103	105	111	105	102	0.0	4
O=C(O)c1cccc(COc2ccccc2Cl)c1	118	87	139	98	87	98	-0.1	-13
CCn1c(NC(=O)Nc2ccccc2OC)nc2ccccc21	85	107	101	106	115	103	0.0	9
CC(C)(C)OC(=O)NCCCCCNC(=O)c1[nH]cnc1C(=O)N[C@@H](Cc1ccccc1)C(=O)OCc1ccccc1	97	109	100	106	106	100	0.0	1
COc1ccccc1C(C)NC(=O)Cc1ccc(S(=O)(=O)N2CCOCC2)s1 (configuration not stated)	97	90	86	87	85	85	0.1	4
COc1ccccc1NCCC(=O)OCC(=O)NC1CC1	97	99	89	102	95	95	-0.1	-2
COc1ccc(Cl)cc1NC(=O)C1COc2ccccc2O1 (configuration not stated)	97	100	117	109	95	111	0.6	32
CC1(C)Nc2ccccc2C(=O)N1NC(=O)c1ccccc1	88	97	95	100	99	99	0.0	3
COc1ccccc1NS(=O)(=O)c1cccc(-n2c(O)c(C=Nc3ccccc3C(=O)O)c3ccccc3c2=O)c1	105	104	82	100	109	107	0.1	-3
CCN(CC)CCCNC(=O)C1CCCN(c2nnc(N3CCCC3=O)s2)C1 (configuration not stated)	108	100	119	104	102	101	0.0	0
C=CCn1c(SCC(=O)c2ccc(O)c(O)c2)nnc1-c1ccc(C)cc1	84	73	85	98	108	105	-0.1	0
COc1ccccc1CNC(=O)CCC(=O)N1CC(C)Sc2ccccc21 (configuration not stated)	99	96	97	99	100	96	-0.2	1
O=C(NC1CCN(Cc2ccccc2)CC1)c1ccc(S(=O)(=O)NCc2ccco2)cc1	82	101	108	109	105	100	0.0	-1
CSc1nc(C)c2cc(C)oc2n1	102	104	99	104	115	104	-0.1	11
COC(=O)c1c(-c2ccccc2OC)sc2ccccc12	107	95	104	94	94	93	0.0	1
COC(=O)c1ccccc1NC(=S)NC(=O)c1ccc2ccccc2c1	113	103	92	103	112	109	-0.5	6
Cc1cc(C(=O)COC(=O)CNC(=O)c2ccc(F)cc2)c(C)n1Cc1ccco1	92	106	105	115	105	104	0.2	-2
CCOc1ccccc1NC(=O)Cn1[nH]c(=O)c2ccccc2c1=O	113	110	109	110	115	107	0.0	64*
Cn1cnc2c(=O)[nH]cc([N+](=O)[O-])c21	108	105	94	112	106	108	-0.1	1
Cc1ccc(S(=O)(=O)N2CCCC2C(=O)OCc2ccco2)cc1 (configuration not stated)	100	101	99	97	96	93	0.0	-1
COc1cc(OC)c(OC)cc1CNC(=O)c1ccc(S(=O)(=O)N2CC(C)OC(C)C2)cc1 (configuration not stated)	87	90	86	96	94	93	0.2	-1
Nc1nnnn1/N=C/C=C/c1ccccc1	96	94	97	95	91	95	0.0	0
Cn1ccnc1C(O)(c1nnc(-c2ccccc2)o1)C(F)(F)F (configuration not stated)	111	99	96	104	100	96	-0.1	0
CCOC(=O)C1CCCN(C(=O)C2CCCN(S(C)(=O)=O)C2)C1 (configuration not stated)	112	101	97	101	107	99	-0.1	-1
Cc1cc(NS(=O)(=O)c2ccc(NC(=O)C(C)Oc3ccc4c(C)cc(=O)oc4c3)cc2)no1 (configuration not stated)	93	104	99	103	101	102	-0.1	1
Cc1ccc(-c2cc(-c3ccc(Cl)cc3)c(C#N)c(N)n2)o1	126	19[may fluoresce violet]	129[may fluoresce violet]	131[may fluoresce violet]	?	94[may fluoresce violet]	0.2	2
Cc1ccc(S(=O)(=O)N(Cc2ccccc2)c2ccccc2C(=O)NCc2ccco2)cc1	101	87	100	99	90	95	0.3	2
N#Cc1cc(Oc2cccnc2)c(Oc2cccnc2)cc1C#N	92	103	102	100	103	100	0.0	10
Cc1ccc(C(=O)O)cc1NC(=S)NCCc1ccccc1	107	101	83	99	102	107	0.1	-1
Cn1c(=O)c2c(nc(SCc3ccccc3)n2Cc2ccc(Cl)cc2)n(C)c1=O	96	104	101	103	100	102	0.0	5

A run of entries of the results above:
SMILES	CR mimetic SO	AGP1 TOR yeast	LAP4-GFP MLPCN	MEP2 TOR yeast	CIT2-GFP yeast	RPL19A-GFP yeast	Efflux pump mplx	AHR activator
CCc1cccc(NC(=O)Cn2c(=O)c3cccn3c3ccccc32)c1	93	103	105	111	105	102	0.0	4
O=C(O)c1cccc(COc2ccccc2Cl)c1	118	87	139	98	87	98	-0.1	-13
CCn1c(NC(=O)Nc2ccccc2OC)nc2ccccc21	85	107	101	106	115	103	0.0	9
CC(C)(C)OC(=O)NCCCCCNC(=O)c1[nH]cnc1C(=O)N[C@@H](Cc1ccccc1)C(=O)OCc1ccccc1	97	109	100	106	106	100	0.0	1
